Source: PubChem BioAssay (Broad Institute)
Casp6 inh = caspase-6 (human) enzyme inhibition | purified caspase-6, Z-VEID-R110 cleavage fluorescence | P55212 | actives 0.53% (n = 350,000) | inhibition, % at 12.5 µM;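 active = mean inhibition across replicates at least about 35%, with every replicate also reaching that limit, limit read from the data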;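 note: 0% = median of neutral control wells and 100% = no fluorescence left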
Target sequence (P55212 24-179 limits assumed): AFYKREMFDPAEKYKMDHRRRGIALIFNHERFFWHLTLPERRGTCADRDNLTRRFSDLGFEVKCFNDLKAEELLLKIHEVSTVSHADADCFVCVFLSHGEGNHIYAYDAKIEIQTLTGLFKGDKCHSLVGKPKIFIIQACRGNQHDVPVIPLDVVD
Target sequence (P55212 194-293 limits assumed): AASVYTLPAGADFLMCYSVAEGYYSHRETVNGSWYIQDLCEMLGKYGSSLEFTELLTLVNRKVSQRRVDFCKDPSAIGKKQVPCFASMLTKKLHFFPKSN
FN deposit inh = fibronectin deposition inhibition | inhibition, % at 12.6 µM | actives 0.086% (n = 350,000) | AH1F fibroblasts, Alexa488-fibronectin deposition fluorescence, overnight;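 active = mean inhibition across replicates of 30% or more, regardless of how many single replicates reach that level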;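 note: positive control wells lacked labelled fibronectin entirely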
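test system = AH1F fibroblasts assembling fluorescent fibronectin matrix | quantity = 10000 AH1F cells per well | buffer or medium = DMEM plus 2% serum, read in PBS | doses = single dose, pinned | incubation = 1 h cell attachment, overnight exposure to compound and label | detection = fluorescence at 485 nm excitation, 525 nm emission | read-out basis = inhibition from reduced deposited-fibronectin fluorescence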
miR122 inh = blocks miR-122 activity in Huh7 sensor cells; Huh7 miR-122 Renilla luciferase sensor, 48 h; neutral wells = 0, positive control = 100; activation (reporter increase), % at 12.5 µM; actives 0.3% (n = 340,000);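 active = mean replicate activation score at least 90 and every replicate individually at or above 90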;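 note: higher luciferase means less miR-122 activity so hits act as miR-122 inhibitors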
PAX8 reporter = lowers PAX8-driven luciferase in RMG-I cells; inhibition, % at 12.6 µM; AID 652154; actives 1.2% (n = 360,000); RMG-I TPO-luciferase reporter, SteadyGlo, 24 h;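 active = mean replicate inhibition at least 60% with every replicate also reaching 60%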;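 note: luciferase light reporting Pax8 driven TPO promoter activity; plate controls were median of neutral control wells for no effect and mitoxantrone controls for full effect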
Cneo AK release = causes C. neoformans cell lysis; lysis activity, % at 15 µM; AID 651654; adenylate kinase release luminescence, 4 h; normalised: neutral wells 0, clomiphene wells 100; actives 0.2% (n = 360,000);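 active = mean lysis activity across replicates of at least 80%, whatever share of replicates individually reach that level; inactive = mean lysis activity below 80%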
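read-out = cell lysis signal | test system = log-phase Cryptococcus neoformans yeast cells | input = cells at 5 × 10^6 per mL | medium = fresh YPD growth medium | signal = luminescent adenylate kinase detection reagent | timing = 4 h at 37 °C static, read 1 h later | dosing = single dose | controls = Clomiphene as positive lysis control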
EWS-Fli block = EWS/Fli transcriptional activity inhibition; A673 NR0B1-luciferase reporter, viability-normalised; inhibition, % at 12.6 µM; actives 0.67% (n = 350,000); AID 651661;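 active = mean inhibition of at least 50% after viability correction, with every replicate also passing that limit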;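 note: firefly luciferase signal divided by Alamar Blue viability fluorescence both relative to DMSO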
LGR2 antag = inhibitors of bursicon-induced Drosophila LGR2 receptor cAMP signaling; HEK293 LGR2, CRE-luciferase, bursicon-stimulated, 4 h; inhibition, % at 9.99 µM; actives 0.35% (n = 380,000); AID 720647;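 active = drop in luminescence signal, shown as inhibition above about 50% in the replicate tests, limit read from the data, passing the limit was not always enough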;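 note: agonist challenge used bursicon conditioned medium at about half maximal strength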
PGC1a acetyl inh = PGC1a acetylation modulation, inhibitor mode; U2OS PGC1a acetylation, AlphaScreen anti-acetyl-lysine; with virally co-expressed GCN5 acetyltransferase; inhibition, % at 15.6 µM; actives 0.17% (n = 350,000);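 active = every replicate shows inhibition of at least 40%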;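 note: 0% = neutral control wells and 100% = positive control wells; some results beyond the cut were filed as inactive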
Numbers without * were called inactive; / = not tested or not shown; & = joins results of further samples; [ ] = remark or other dose.

SMILES | Casp6 inh | FN deposit inh | miR122 inh | PAX8 reporter | Cneo AK release | EWS-Fli block | LGR2 antag | PGC1a acetyl inh
CC(C)Cn1c(=O)[nH]c(=O)c2c(C(F)(F)F)cc(-c3ccccc3)nc21 | -3 | -7 | -6 | -4 | 3 | 13 | -10 | 21
C[C@@H]1CN([C@H](C)CO)C(=O)Cc2cc(NC(=O)Nc3ccccc3)ccc2O[C@H]1CN(C)Cc1ccc(C(F)(F)F)cc1 | 2 | / | 16[16.7 µM] | / | 55 | 2 | 9 | 10
CCN(CC)S(=O)(=O)c1ccc(OC(C)C)c(NC(=O)C2=COCCO2)c1 | -4 | / | 1 | 1 | -2 | 10 | 1 | -21
C[C@@H]1CN([C@@H](C)CO)S(=O)(=O)c2ccc(C#C[C@@H](C)O)cc2O[C@@H]1CN(C)Cc1ccncc1 | 4 | -13 | 7[16.7 µM] | / | 2 | -20 | 5 | -13
c1ccc2c(CN3CCCCC3)csc2c1 | 2 | -12 | / | -5 | / | 6 | 3 | 1
COCCNC(=O)C[C@H]1C[C@@H]2c3cc(NC(=O)Nc4ccccc4F)ccc3O[C@@H]2[C@@H](CO)O1 | / | -19 | 5[16.7 µM] | 2 | 1 | -5 | -5 | 6
COc1ccc(CN(C)C[C@@H]2OCCCC[C@@H](C)Oc3ccc(NC(=O)Cc4ccccc4)cc3C(=O)N([C@H](C)CO)C[C@@H]2C)cc1 | / | / | 15[16.7 µM] | -23 | -2 | -9 | 4 | -4
O=C(Nc1ccc2oc(-c3ccccc3F)nc2c1)c1ncn[nH]1 | / | 3 | -5 | -118 | -4 | / | / | -5
CCC1(CC)NC(=O)N(CC(=O)OCC(=O)Nc2cc(OC)ccc2OC)C1=O | 1 | 9 | -4 | -3 | -1 | -1 | -12 | -2
Cc1ccc(C)c(N2N=C(C(=O)OCc3nnc(-c4ccccc4Br)o3)CCC2=O)c1 | 61* | -1 | -6 | -14 | 0 | -4 | 1 | 16
CC(CN1CCCCC1)OC(=O)C(C)(c1ccccc1)c1ccccc1 (configuration not stated) | / | -11 | 4 | 10 | / | / | / | 2
Cn1nnnc1SCC(=O)C(C)(C)C | 3 | 2 | -6 | -11 | 0 | 0 | -11 | 6
O=C1C(=O)N(CCN2CCOCC2)C(c2ccccn2)/C1=C(/O)c1ccc(F)cc1 (configuration not stated) | / | 0 | -4 | -13 | 0 | / | / | -25
NC1=NC(=O)/C(=C/c2ccc(Br)cc2)S1 | 1 | -7 | -4 | -1 | 0 | -23 | -4 | 18
CC(=O)N[C@@H](CC(=O)O)C(=O)O | -1 | -15 | 1 | -6 | 0 | -6 | -8 | 9
CCCN1CCN(S(=O)(=O)c2c(C)[nH]c(C)c2C(=O)N2CCCCC2)CC1 | -1 | -33 | -9 | 6 | -1 | / | -10 | 10
COc1ccc(S(=O)(=O)N2CCCC2)c(C)c1C | / | / | -11 | -6 | 0 | / | / | 3
CC(=O)N1CC[C@@H]2[C@H](CO)Nc3ccc(-c4cccc(F)c4)cc3[C@@H]21 | 1 | -18 | 0[16.7 µM] | 5 | -2 | -11 | -1 | 14
O=C(Nc1ccccn1)c1ccc(Br)c(S(=O)(=O)N2CCCCC2)c1 | -3 | 4 | -7 | 30 | -1 | 14 | -1 | 6
COc1ccccc1S(=O)(=O)N[C@@H]1C=C[C@@H](CC(=O)N2CCCCC2)O[C@H]1CO | 0 | / | / | -4 | 0 | -5 | 1 | -6
COc1ccc(NC(=O)c2c(-c3c(Cl)cccc3Cl)noc2C)cn1 | 1 | 0 | -6 | -13 | 0 | 2 | 4 | 0
Cc1nnc(SCCN2CCOCC2)n1C | / | -4 | 0 | / | -2 | / | -3 | 18
O=C(O)C1CCCCC1C(=O)Nc1nc(-c2cccs2)cs1 (configuration not stated) | / | / | -3 | / | -1 | / | 16 | -7
Cc1ccc(C(=O)OCC(=O)N(Cc2ccccc2)C(C)C)cc1C | -3 | -3 | / | 17 | / | 7 | -9 | /
COc1ccc2c(c1)cc(C(=O)N[C@H](C(=O)N1CCC[C@H]1C(=O)O)C(C)C)n2C | 5 | / | 5 | / | 2 | -3 | 0 | 0
COc1ccc(Nc2cc(Nc3ccccc3)ncn2)cc1 | -4 | 9 | 2 | -148 | -3 | -93 | -42 | /
CCc1ccc(OCCCC(=O)O)c(Br)c1 | 1 | / | 3 | / | 1 | -14 | 17 | -6
Cc1ccc(NC(=O)c2cc(-c3ccccc3O)n[nH]2)cc1C | 1 | 2 | -11 | -64 | 0 | -22 | -3 | 5
O=C(CCCOc1ccccc1)Nc1cccc(S(=O)(=O)N2CCCCC2)c1 | 1 | -6 | / | 5 | / | -6 | 2 | -8
COc1cc(/C=N/NC(=O)c2cc(C)oc2C)ccc1OCc1ccccc1 | 0 | 9 | / | -22 | -2 | -43 | -21 | /
Cc1ccccc1S(=O)(=O)N1C[C@@H](O)COC[C@H]2O[C@H](CC(=O)N3CCOCC3)CC[C@@H]21 | 3 | -4 | 4[16.7 µM] | -13 | -7 | 4 | 2 | 8
S=C(NCCc1ccccc1)N1CCCCC1 | 0 | -1 | / | -59 | / | -33 | -36 | /
CC1CCC2(CC1)NC(=O)N(NC(=O)c1cc3ccccc3o1)C2=O (configuration not stated) | 1 | -4 | -2 | 5 | 2 | -3 | 6 | 3
COc1ccc(C(=O)Nn2c(C)nc3ccccc3c2=O)cc1[N+](=O)[O-] | / | -8 | / | -7 | / | -11 | -6 | /
CCS(=O)(=O)N1CC(=O)N2[C@H](CO)[C@@H](c3ccc(C#CC4CC4)cc3)[C@@H]2C1 | 0 | 0 | / | 6 | / | -4 | 4 | -12
COc1ccc(C(C)(O)c2nc(-c3ccc4c(c3)OCO4)cs2)cc1 (configuration not stated) | 2 | 8 | 3 | -2 | -2 | 1 | -13 | -21
O=C(O)c1ccc(-n2cncn2)c([N+](=O)[O-])c1 | 2 | 8 | -4 | -3 | -1 | 1 | 10 | 10
Cn1c(CC(=O)Nc2ccc(Cl)c(Cl)c2)n[nH]c1=S | 0 | 0 | -4 | 2 | -1 | -1 | 6 | -1
Nn1c(SCC(=O)Nc2nccs2)nnc1C1CC1 | -1 | / | / | 10 | 4 | -2 | -2 | /
COc1ccccc1NC(=O)N[C@@H]1CC[C@@H](CCn2cc(-c3ccccc3OC)nn2)O[C@@H]1CO | -4 | 14 | / | 8 | 0 | 6 | 6 | -8
CCCCNC(=O)c1onc(CSc2ccccc2)c1C(=O)O | 1 | -19 | -3 | 4 | 1 | -11 | 7 | -1
C[C@H]1CN([C@@H](C)CO)C(=O)CCCn2nncc2CO[C@@H]1CN(C)Cc1ccc(Cl)c(Cl)c1 | -6&3 | -2&10 | 8 | 13&9 | 2&-2 | -1&7 | 3&-7 | -13&10
Cc1ccc(S(=O)(=O)Nc2ccc(N3CCN(C)CC3)nc2)cc1 | -3 | -6 | 7 | -2 | -2 | 7 | 9 | -17
NC(Cc1ccc(Cl)cc1)c1csc(NC(=O)NCC2CCCCC2)n1 (configuration not stated) | -2 | / | -15 | -9 | 0 | 49 | 24 | -5
O=C(CN(C(=O)CNC(=O)c1cccs1)c1ccc(F)cc1)NC1CCCCC1 | 1 | 9 | 1 | 0 | -1 | -5 | -4 | -9
CCOC(=O)[C@]12CCC=C1N(Cc1ccco1)C(=O)[C@H](CC(=O)N1CCCC1)C2 | -3 | 6 | / | 0 | / | -1 | 5 | /
Cc1ccn2c(NC3CCCCC3)c(C(C)C)nc2c1 | / | -5 | 3 | 8 | 1 | / | / | -3
NNC(=O)c1cc2cc(OC(F)(F)F)ccc2[nH]1 | 0 | -16 | / | -5 | / | -6 | -8 | /
O=c1nccc(Nc2ccccc2)[nH]1 | 0 | -2 | / | 5 | 1 | 0 | 9 | /
COc1ccc(CNC(=O)C[C@H]2C=C[C@@H](NC(=O)Nc3ccc4c(c3)OCO4)[C@H](CO)O2)cc1 | 1 | 4 | / | -13 | -2 | -10 | -24 | -4
(listing goes on)
SMILES | Casp6 inh | FN deposit inh | miR122 inh | PAX8 reporter | Cneo AK release | EWS-Fli block | LGR2 antag | PGC1a acetyl inh
CC12CCC(c3c(C(=O)N4CCOCC4)nn(-c4ccccc4)c31)C2(C)C (configuration not stated) | 1 | 2 | / | -8 | / | 12 | 23 | /
CNC(=S)N(CCc1c(C)[nH]c2ccc(Cl)cc12)Cc1cc(OC)c(OC)c(OC)c1 | -1 | -5 | -5 | 10 | 0 | -1 | -10 | -16
CCc1ccc(-n2c(SCc3cc(=O)n4cc(Br)ccc4n3)nc3[nH]ncc3c2=O)cc1 | -6 | -6 | / | 21 | / | 26 | 31 | -3
O=C(Cc1ccccc1)N1CCC(c2ccccc2)C1 (configuration not stated) | -2 | 1 | / | -21 | / | -36 | -19 | /
O=C(NCCn1cccn1)C1CCC(=O)N(CCc2ccc(Cl)cc2)C1 (configuration not stated) | -2 | -1 | -13 | -1 | 0 | / | -1 | -5
C[C@H]1CN([C@@H](C)CO)C(=O)c2cc(C#Cc3ccncc3)cnc2O[C@@H]1CN(C)CC1CCOCC1 | 0 | -17 | -4[16.7 µM] | / | 48 | -14 | -3 | 3
O=C(COc1cccc(C(F)(F)F)c1)N1CCN(c2ccc(O)cc2)CC1 | 6 | 2 | -12 | 37 | 2 | 7 | 7 | 0
COc1ccccc1NC(=O)C1CCN(S(=O)(=O)c2ccc3c(c2)CC(C)N3C(C)=O)CC1 (configuration not stated) | 0 | 15 | -4 | 23 | 19 | / | -11 | -39
Cc1noc(C)c1NC(=O)Nc1cccc2c1O[C@@H](CN(C)S(=O)(=O)c1cn(C)cn1)[C@H](C)CN([C@H](C)CO)C2=O | -2 | 8 | -2[16.7 µM] | / | 0 | 5 | 5 | 2
CCOC(=O)c1c[nH]c(=S)n(-c2ccccc2)c1=O | -6 | -5 | 2 | -12 | -2 | 12 | -1 | -17

Arranged by the number under miR122 inh (falling): some entries from above.
Structure	Casp6 inh	miR122 inh	LGR2 antag	PGC1a acetyl inh
CCOC(=O)c1c[nH]c(=S)n(-c2ccccc2)c1=O	-6	2	-1	-17
CNC(=S)N(CCc1c(C)[nH]c2ccc(Cl)cc12)Cc1cc(OC)c(OC)c(OC)c1	-1	-5	-10	-16
O=C(NCCn1cccn1)C1CCC(=O)N(CCc2ccc(Cl)cc2)C1 (configuration not stated)	-2	-13	-1	-5

Other structures:
SMILES | Casp6 inh | FN deposit inh | miR122 inh | PAX8 reporter | Cneo AK release | EWS-Fli block | LGR2 antag | PGC1a acetyl inh
COc1ccc(CNC(=O)COc2ccc(S(=O)(=O)N3CCCCC3)cc2Cl)cc1 | 0 | / | 2 | 19 | -1 | / | 1 | /
Cn1c(-c2cccc([N+](=O)[O-])c2)cnc1NCc1cccc(F)c1 | -2 | -1 | -10 | 3 | 3 | 6 | 4 | -6
CN(CC(=O)Nc1ccccc1Cl)C(=O)c1ccc(-c2cccc(C(F)(F)F)c2)o1 | -1 | -20 | / | -24 | 4 | 2 | -27 | 0
C/C(=N\Nc1ncnc2sc(C)c(C)c12)c1ccccn1 | -10 | 14 | -25 | 58 | -2 | 7 | -3 | /
CCCC#Cc1cnc2c(c1)C(=O)N([C@@H](C)CO)C[C@@H](C)[C@@H](CN(C)C(=O)C1CCOCC1)O2 | 0 | / | -1[16.7 µM] | / | 9 | 0 | 7 | 3
Cc1ccc(CN(C#N)c2nc(C)cc(C)n2)cc1 | / | / | -3 | / | 0 | / | 1 | 3

A few values from the results shown:
Casp6 inh result of Cn1c(-c2cccc([N+](=O)[O-])c2)cnc1NCc1cccc(F)c1 = -2
miR122 inh result of Cc1ccc(CN(C#N)c2nc(C)cc(C)n2)cc1 = -3
PGC1a acetyl inh result of CCCC#Cc1cnc2c(c1)C(=O)N([C@@H](C)CO)C[C@@H](C)[C@@H](CN(C)C(=O)C1CCOCC1)O2 = 3
